Screening results as filed in PubChem BioAssay.
GPR35 antagonists: GPR35 antagonists blocking zaprinast-driven arrestin recruitment, primary screen, imaging, U2OS, beta-arrestin-GFP, zaprinast agonist (AID 2058); G-protein coupled receptor 35 (Homo sapiens); U2OS GPR35 beta-arrestin-GFP translocation imaging, zaprinast antagonism; higher % means a stronger effect; inhibition, % at 10 µM; hits with a dose series show IC50 in µM; hit rate 0.052% among 290,000;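 active means inhibition of at least 50% with at least 30 cells and total cytoplasm GFP at most 10,000,000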
GPR55 LPI antagonism: GPR55 antagonists blocking LPI-driven arrestin recruitment, primary screen, imaging, U2OS, beta-arrestin-GFP, LPI agonist (AID 2013) | U2OS GPR55 beta-arrestin-GFP translocation imaging, LPI antagonism; higher % means a stronger effect | hit rate 0.13% among 290,000 | G-protein coupled receptor 55 (Homo sapiens) | one-dose inhibition, % at 10 µM; IC50 in µM for titrated hits;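 active means spots per cell inhibited over 60%, with over 100 cells counted and total cytoplasm intensity under 500,000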;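 further: U2OS cells stably carrying GPR55 and arrestin-GFP stimulated by 5 µM LPI near EC80; imaged beta-arrestin-GFP aggregate spots per cell after agonist stimulation; plate controls were LPI-stimulated DMSO wells for no effect and DMSO wells without LPI for full effect; some results filed as inactive read as strong as hits; confirmed hits need IC50 under 10 µM and bright autofluorescent wells are also inconclusive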
KOR beta-arrestin-1: KOR antagonists, beta-arrestin recruitment, cell-based, luminescence, uHTS (AID 1778); Kappa-type opioid receptor (Homo sapiens); KOR beta-arrestin recruitment, luminescence, antagonist mode; higher % means a stronger effect; inhibition, % at 10 µM, or IC50 in µM where a hit was titrated; hit rate 0.091% among 290,000; in the data active means inhibition above about 50%; further: strong numbers were not always called active
NOD1 NF-kB reporter: NOD1 signaling inhibitors, primary screen, cell-based, luminescence, uHTS (AID 1578). NOD1-driven NF-kB luciferase reporter cells, luminescence; higher % means a stronger effect. inhibition, % at 4 µM; hits with a dose series show EC50 in µM. hit rate 1% among 290,000; in the data active means inhibition mostly above about 36%, no sharp cut-off; inactive means mostly below about 34%;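 further: HEK-293T reporter cells stimulated with the NOD1 agonist gamma-tri-DAP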
AID2073: inhibitors of Mint1-CaV2.2 protein interaction, biochemical, HTRF (AID 2073). HTRF protein-protein interaction, Mint1-CaV2.2; higher % means a stronger effect. hit rate 0.19% among 290,000. Voltage-dependent N-type calcium channel subunit alpha-1B (Homo sapiens). inhibition, % at 20 µM, or IC50 in µM where a hit was titrated; in the data active means inhibition mostly above about 51%, no sharp cut-off; further: some results filed as inactive read as strong as hits
KOR beta-arrestin-2: KOR agonists, beta-arrestin recruitment, primary screen, cell-based, luminescence, uHTS (AID 1777). Kappa-type opioid receptor (Homo sapiens). KOR beta-arrestin recruitment, luminescence; higher % means a stronger effect. activation, % at 10 µM, or EC50 in µM where a hit was titrated. hit rate 0.02% among 280,000; in the data active means activation above about 50%, passing the limit was not always enough; further: a part of the inactive calls stands beside numbers as strong as those of hits
HIV fusion peptide: inhibitors of HIV fusion peptide binding, primary screen, biochemical, uHTS, fluorescence dequenching (AID 1986); cell-free peptide binding, fluorescence dequenching, 30 min; higher % means a stronger effect; one-dose inhibition, % at 20 µM; IC50 in µM for titrated hits; hit rate 0.3% among 290,000; in the data active means inhibition mostly above about 52%, no sharp cut-off; inactive means mostly below about 76%; further: some results filed as inactive read as strong as hits
GPR55 activation: GPR55 agonists via beta-arrestin recruitment, primary screen, imaging, U2OS cells, beta-arrestin-GFP redistribution (AID 1961). G-protein coupled receptor 55 (Homo sapiens). U2OS GPR55 beta-arrestin-GFP redistribution imaging; higher % means a stronger effect. activation, % at 10 µM, or EC50 in µM where a hit was titrated. hit rate 0.048% among 290,000;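 active means activation above 40% with more than 50 cells counted in the well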;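 further: U2OS osteosarcoma cells stably expressing GPR55 and beta-arrestin-GFP; plate controls were DMSO negative control for no effect and LPI positive control for full effect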
SIAH1 antagonists: Siah-1 peptide-binding antagonists, primary screen, biochemical, fluorescence polarization, rhodamine-plectin, uHTS (AID 1817). E3 ubiquitin-protein ligase SIAH1 (Homo sapiens). Siah-1 / rhodamine-plectin peptide fluorescence polarization; higher % means a stronger effect. one-dose displacement, % at 20 µM; IC50 in µM for titrated hits. hit rate 0.02% among 290,000;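 active means displacement of at least 50% at 20 µM, with a fluorescence ratio check between 0.3 and a set limit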;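 further: plate controls were Siah plus tracer with DMSO for no effect and tracer alone without Siah for full effect; strong numbers were not always called active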
* hit, by the source's call; nt = not tested or not shown; [ ] = another dose, or the depositor's remark. Only part of the results is shown; count on the stated rates, not on these rows.

nr	GPR35 antagonists	GPR55 LPI antagonism	KOR beta-arrestin-1	NOD1 NF-kB reporter	AID2073	KOR beta-arrestin-2	HIV fusion peptide	GPR55 activation	SIAH1 antagonists	smiles
1	9.8%	-10.4%	-18.3%	1.6%	12.0%	0.0%	1.3%	0.0%	1.4%	Cc1ccc2c(CN3CC(C)CC(C)C3)cc(=O)oc2c1C (configuration not stated)
2	3.3%	11.6%	-25.8%	-20.8%	22.1%	-6.5%	0.8%	0.4%	3.9%	COc1ccc2nc(Nc3nc(CSc4ccc(C)cc4)cc(=O)[nH]3)nc(C)c2c1
3	2.2%	-5.7%	11.7%	20.6%	-17.5%	-2.0%	-0.5%	0.3%	-6.5%	CCN1CCN(C(c2cccnc2)c2cc(Cl)c3cccnc3c2O)CC1 (configuration not stated)
4	-4.1%	-2.7%	-9.6%[20 µM]	-18.6%	8.8%	0.9%	2.0%	0.0%	13.9%	N#Cc1c(C(F)(F)F)cc(-c2ccc(F)cc2)nc1SCC(=O)O
5	-0.5%	-9.8%	-10.8%	-1.5%	4.2%	2.9%	-2.1%	-0.1%	0.6%	CCS(=O)(=O)N1CCCC(C(=O)NCC2CCCO2)C1 (configuration not stated)
6	-12.6%	4.1%	7.9%	-28.0%	-7.3%	-7.5%	-0.4%	0.3%	0.7%	O=c1[nH]c2cc([N+](=O)[O-])c(NCCO)c([N+](=O)[O-])c2[nH]1
7	-14.1%	-0.3%	3.9%	-6.1%	3.2%	-6.1%	-1.4%	-0.4%	2.8%	CCCCN(CCCC)Cc1ccc(C(=O)NNC(=O)Nc2ccc(F)cc2)o1
8	9.8%	1.6%	0.3%	-25.2%	32.1%	-1.8%	0.8%	-0.3%	8.2%	COc1ccc(C(=O)N2CCOC2CNC(=O)C(=O)NCc2ccc3c(c2)OCO3)cc1 (configuration not stated)
9	9.0%	7.2%	nt	-25.6%	-2.0%	6.0%	0.3%	-0.2%	8.7%	O=C(Cn1nc(C(F)(F)F)cc1C1CC1)Nc1ccccc1F
10	-18.0%	6.0%	-73.9%[20 µM]	-20.4%	-0.5%	3.0%	-0.7%	-0.1%	-6.4%	Cc1ccc(CSCCNC(=O)c2ccc(C)cc2)cc1
11	-18.1%	-0.7%	-16.2%	-22.9%	13.1%	-1.0%	1.6%	0.3%	8.4%	Cc1cccc(OCC(=O)NC2CC(C)(C)NC(C)(C)C2)c1
12	-0.8%	17.3%	-14.4%	-4.4%	2.5%	2.7%	4.8%	-0.1%	0.1%	CCC(C)[C@H](NC(=O)NC1CCN(Cc2ccccc2)CC1)C(=O)OC (some centres not stated)
13	-3.1%	-7.6%	-25.3%	-35.7%	-0.1%	-0.8%	0.9%	-0.1%	8.0%	CC(=O)c1cc2c(cc1NC(=O)C1CC1)OCO2
14	14.4%	14.6%	16.7%	8.9%	17.2%	1.3%	-0.3%	-0.1%	0.8%	COc1ccc(C(=O)COc2nc(C)cc(C)c2C#N)cc1
15	-22.0%	20.6%	-0.9%	-18.8%	3.8%	0.8%	2.8%	0.1%	2.3%	CN(CC(=O)Nc1cccc(S(=O)(=O)NC2=NCCCCC2)c1)Cc1ccc(C(C)(C)C)cc1
16	-0.5%	-0.7%	-0.9%	nt	-1.7%	-0.9%	0.0%	-0.1%	-5.8%	CCC(C)(C)NC(=O)CN(C(=O)c1snc(C(N)=O)c1N)c1ccc2c(c1)OCO2
17	-9.8%	5.9%	34.3%	-24.2%	-11.6%	-1.5%	1.0%	-0.2%	5.0%	Cn1c(SCC(=O)Nc2cc(C(C)(C)C)nn2-c2ccccc2)nc2ccccc21
18	-1.8%	-4.7%	13.9%	-28.3%	16.2%	-3.0%	-2.1%	-0.4%	1.1%	O=c1c2c(nc3cc(-c4cccc(F)c4)[nH]n13)CCC2
19	4.6%	-2.4%	-4.0%	-30.8%	0.2%	8.4%	-3.2%	-0.2%	-5.6%	CC1CCN(S(=O)(=O)c2ccc(C(=O)Nc3ncccc3O)cc2)CC1
20	-5.5%	-5.2%	1.4%	2.4%	-1.0%	9.7%	-0.9%	-0.1%	-2.5%	COc1ccc(Nc2cc(C)nc3nc(C)nn23)cc1Cl

Limited to HIV fusion peptide, for 3 of the compounds above:
no.	smiles	HIV fusion peptide
15	CN(CC(=O)Nc1cccc(S(=O)(=O)NC2=NCCCCC2)c1)Cc1ccc(C(C)(C)C)cc1	2.8%
13	CC(=O)c1cc2c(cc1NC(=O)C1CC1)OCO2	0.9%
18	O=c1c2c(nc3cc(-c4cccc(F)c4)[nH]n13)CCC2	-2.1%

Next section:
nr	GPR35 antagonists	GPR55 LPI antagonism	KOR beta-arrestin-1	NOD1 NF-kB reporter	AID2073	KOR beta-arrestin-2	HIV fusion peptide	GPR55 activation	SIAH1 antagonists	smiles
21	6.9%	0.5%	5.6%	29.5%	1.8%	2.9%	2.7%	-0.2%	-1.4%	COc1cc(NC2=Nc3cccc4cccc2c34)cc(OC)c1OC
22	8.9%	7.7%	7.1%	4.5%	-8.5%	-5.8%	-2.8%	-0.1%	9.8%	O=C1C(C=Nc2ccc(F)cc2)=C(O)c2ccccc21
23	5.0%	-1.3%	-65.1%[20 µM]	31.8%	4.0%	5.1%	1.3%	-0.1%	9.0%	C=CCc1cccc(CNc2cnc3ccccc3c2)c1O
24	-3.1%	1.9%	-7.7%	22.0%	29.3%	0.8%	53.5%	0.2%	1.3%	N#Cc1c(-c2ccccc2Cl)noc1/C=C/Nc1ccc(C(=O)O)cc1
25	0.4%	2.8%	-4.7%	-28.3%	-7.6%	-3.0%	1.1%	0.1%	-1.0%	CCN(CC)CCNC(=O)Cn1cnc2sc(C)c(S(=O)(=O)N3CCN(c4ccccc4OC)CC3)c2c1=O
26	-7.1%	12.4%	4.5%	-30.2%	-8.0%	2.4%	1.2%	0.3%	2.3%	O=[N+]([O-])c1ccc2c(c1)C(O)n1ncnc1S2 (configuration not stated)
27	-2.5%	-10.1%	-17.8%	-42.3%	-2.8%	0.6%	0.4%	-0.4%	4.9%	CCC(=O)Nc1nnc(SCC(=O)N2c3ccccc3CC2C)s1 (configuration not stated)
28	-12.4%	-9.3%	3.1%	-7.7%	-6.7%	-6.7%	-2.0%	0.5%	17.5%	COc1ccc(N=Cc2c(O)[nH]c3ccccc23)cc1OC
29	-13.8%	1.5%	-4.2%	-4.6%	5.1%	-0.3%	2.4%	-0.2%	2.4%	CCOC(=O)C1CCCN(C(=O)c2cc3ccc(OC)cc3[nH]2)C1 (configuration not stated)
30	0.0%	5.3%	-1.5%	-18.7%	-3.7%	5.5%	0.0%	0.7%	-0.6%	Cc1cc(C(F)F)n2nc(C(=O)Nc3ccc(S(=O)(=O)N4CCCC4)cc3)nc2n1
31	4.1%	8.9%	4.7%[20 µM]	-25.7%	6.0%	-5.2%	-0.7%	0.2%	11.2%	COc1ccc([C@@H]2[C@@H]3C(=O)N(C(C)(C)C)C(=O)[C@@H]3[C@]3(C)C(=O)N(c4ccc(C(F)(F)F)cc4)C(=O)N23)cc1
32	0.2%	9.8%	-3.9%	-13.8%	7.4%	2.3%	1.0%	-0.3%	1.4%	COc1ccccc1/C=N/OC(=O)c1ccc(F)cc1
33	1.2%	0.3%	-55.5%	-4.9%	-4.7%	1.1%	-0.3%	0.0%	0.6%	COC(=O)c1nnn(-c2nonc2N)c1-c1cccs1
34	1.9%	2.3%	7.0%	30.2%	6.6%	0.6%	-1.0%	-0.2%	-7.5%	Cc1noc(NS(=O)(=O)c2ccc(NC(=O)C(C)C)cc2)c1C
35	2.8%	2.7%	-11.9%	-29.1%	24.0%	0.9%	-1.7%	0.0%	-4.9%	COc1cccc(-c2cc3c(=O)n(-c4ccccc4)c(=S)[nH]c3s2)c1
36	-7.1%	1.6%	-6.6%	-28.8%	25.3%	1.5%	15.3%	-0.3%	31.5%	COc1ccc(/C=C2\SC(=O)N(CCC(=O)Nc3ccc(S(=O)(=O)Nc4nccs4)cc3)C2=O)cc1
37	-3.3%	6.6%	-16.2%	-17.7%	2.9%	4.8%	1.0%	-0.1%	0.9%	CCCCc1ccc(/C(C)=N/NC(=O)C2CCCC2)cc1
38	-1.2%	-3.9%	-17.7%	-28.8%	-6.4%	2.5%	1.2%	0.1%	3.3%	COC(=O)c1cc(C#N)c(OC(C)C)nc1C
39	-11.0%	5.4%	2.1%	0.4%	5.1%	-0.4%	0.3%	0.6%	-0.1%	CC(C)[C@H](NC(=O)c1c(F)cccc1F)C(=O)Nc1cccc(Br)c1
40	-2.7%	8.7%	20.7%[20 µM]	-14.9%	10.7%	-5.2%	-0.7%	0.0%	4.7%	O=C(NCc1ccccc1Cl)c1nnc(CS(=O)(=O)c2ccccc2)o1
41	16.1%	7.5%	-1.1%	-15.9%	1.8%	1.7%	-0.6%	-0.2%	4.4%	CCOc1ccc(C(C)NC(=O)Nc2ccc(F)cc2F)cc1 (configuration not stated)
42	-6.5%	-5.4%	-44.5%	4.1%	-8.7%	22.3%	9.1%	0.0%	1.0%	Cc1cc(C(F)(F)F)nn1Cc1ccc(C(=O)NCc2ccco2)o1
43	-7.8%	21.2%	-6.3%	19.6%	-2.0%	-3.3%	-2.9%	0.4%	-0.9%	CCCn1c(N)c(C(=O)CSc2nc3ccccc3c(=O)n2Cc2ccccc2)c(=O)[nH]c1=O
44	3.6%	7.8%	21.8%	-21.7%	0.3%	1.0%	0.2%	0.2%	0.2%	O=C(c1ccc(Br)cc1)N1CCN(S(=O)(=O)c2ccccc2)CC1
45	6.4%	-0.1%	-4.5%	-1.5%	18.6%	-2.1%	3.3%	-0.1%	8.3%	N#CCC(=O)Nc1ccc(C(=O)N2CCN(c3ccccn3)CC2)cc1
46	3.8%	18.0%	6.3%[20 µM]	8.5%	-19.9%	nt	-0.8%	0.0%	-5.1%	O=C(CCc1ccc(S(=O)(=O)NC2CCCCC2)cc1)NCc1ccccn1
47	-11.4%	18.0%	-47.8%[20 µM]	9.9%	4.7%	nt	-0.6%	0.1%	-5.7%	CN(C)c1ccc(C(=O)NC2(N3CCC3=O)CCCC2)cc1
